Source: PubChem
D2 antag = antagonists of human D2 dopamine receptor. 340,000 compounds, 2% hits. HEK293 TREx D2 cells, calcium flux, dopamine EC80. inhibition, % at 10 µM. P14416; in the data active = inhibition above about 30%; also: 0% is about no effect
Target sequence (P14416 whole entry, looked up): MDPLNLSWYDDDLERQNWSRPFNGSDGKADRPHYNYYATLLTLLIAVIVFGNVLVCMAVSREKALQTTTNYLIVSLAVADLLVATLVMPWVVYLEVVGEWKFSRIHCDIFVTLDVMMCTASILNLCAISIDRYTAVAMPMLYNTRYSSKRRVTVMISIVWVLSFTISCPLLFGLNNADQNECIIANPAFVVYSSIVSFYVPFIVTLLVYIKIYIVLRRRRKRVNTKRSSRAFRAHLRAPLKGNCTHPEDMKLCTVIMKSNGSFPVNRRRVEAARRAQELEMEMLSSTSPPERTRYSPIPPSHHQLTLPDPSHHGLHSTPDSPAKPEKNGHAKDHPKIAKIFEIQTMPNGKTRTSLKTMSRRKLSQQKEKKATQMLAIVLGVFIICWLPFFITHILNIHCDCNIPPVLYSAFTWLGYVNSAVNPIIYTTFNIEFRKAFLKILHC
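Read-out: kinetic calcium fluorescence (1 cycle/s) in inducible HEK293 T-REx D2 cells after an EC80 dopamine addition that followed 180 s compound preincubation. Loss of the dopamine response indicates antagonism.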
ERG Ets-DNA blk = inhibitors of human ERG Ets domain-DNA interaction. P11308. fluorescence polarization, His-ERG Ets domain / labelled DNA. Potency, µM (doses to about 76.9 µM), for inactives: top-dose FP activity, negative = inhibition, most hits filed as inhibitors. 370,000 compounds, 0.028% hits; active = well fitted inhibition curve with a large enough effect in the polarisation, with a control signal flat; inconclusive = small, poorly fitted or top-dose-only effect, or effect the other way, or a change in a side signal; inactive = no such curve, though single readings can be large or run the other way; the % refers to the polarisation;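 also: polarization taken with two DNA probes labelled with fluorescein and Texas red; potency is read from the fitted curve at half-maximal effect; % of control where 0% means no effect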
Target sequence (P11308 whole entry, looked up, the tested form may be a part): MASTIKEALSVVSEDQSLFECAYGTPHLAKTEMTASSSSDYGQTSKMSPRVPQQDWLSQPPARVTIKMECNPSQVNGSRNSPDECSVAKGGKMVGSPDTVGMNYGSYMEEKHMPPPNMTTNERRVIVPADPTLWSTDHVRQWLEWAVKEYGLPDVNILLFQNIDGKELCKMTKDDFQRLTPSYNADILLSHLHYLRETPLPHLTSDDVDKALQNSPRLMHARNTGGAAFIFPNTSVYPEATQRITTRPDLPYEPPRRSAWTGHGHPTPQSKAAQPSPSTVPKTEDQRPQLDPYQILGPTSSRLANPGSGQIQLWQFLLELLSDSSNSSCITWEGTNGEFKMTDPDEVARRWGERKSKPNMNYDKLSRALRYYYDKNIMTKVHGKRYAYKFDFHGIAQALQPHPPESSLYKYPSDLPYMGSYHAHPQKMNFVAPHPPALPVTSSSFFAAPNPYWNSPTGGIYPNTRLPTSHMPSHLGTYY
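His-tagged ERG Ets domain (1 uM in the protein solution; 300mM KCl, 50mM Tris-HCl, 1mM EDTA, 1mM DTT, pH 7.5) received compound, then a probe mix of 5 nM fluorescein-DNA and 100nM Texas-615-DNA. Fluorescence polarization was read for both dyes.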
Vif-A3G inh = blocks the Vif interaction with human APOBEC3G; Q9HC16; HeLa A3G-eYFP + Vif (tagged APOBEC3G with the HIV-1 protein that degrades it), YFP fluorescence, overnight; Potency, µM (doses to about 46.1 µM), inactives show top-dose activity, negative = active, hits mostly inhibitors; 410,000 compounds, 0.076% hits;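 also: potency is read from the fitted curve at half-maximal effect; % is scaled to controls: 0 for no effect and ±100 for the full control effect; nearly all actives have a fitted effect of over 60% in size; hits raise eYFP signal because A3G escapes Vif-driven loss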
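HeLa cells stably expressing Vif and C-terminally eYFP-tagged A3G, seeded overnight at 37 deg C, then exposed to compound by pintool overnight at 37 deg C. Rise in yellow fluorescence (Ex 488/Em 500-530, Acumen) marks blocked Vif-driven A3G degradation.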
Vif-APOBEC3F blk = Vif-A3F binding inhibition | Potency, µM (series often up to 46.1 µM), inactives show at the top dose activity, negative = active | AID 602313 | HeLa A3F-eYFP + Vif (tagged APOBEC3F with the HIV-1 protein that degrades it), YFP fluorescence increase | 390,000 compounds, 0.2% hits; also: potency is read from the fitted curve at half-maximal effect; % of control where 0% means no effect; nearly all actives have a fitted effect of over 65% in size
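HeLa cells stably expressing A3F-eYFP plus Vif, plated and incubated overnight at 37 deg C, then exposed to compounds overnight at 37 deg C. Blocked degradation read as raised yellow fluorescence (Ex 488/Em 500-530).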
RGS4 inh = inhibitors of human regulator of G protein signaling 4; 390,000 compounds, 0.039% hits; P49798; Transcreener GDP fluorescence polarization, RGS4-accelerated GTP hydrolysis; Potency, µM (highest dose often 114 µM), without a hit: top-dose activity change, negative = inhibition, most hits filed as inhibitors; also: potency is read from the fitted curve at half-maximal effect; % is scaled to controls: 0 for no effect and ±100 for the full control effect; nearly all actives have a fitted effect of over 75% in size; some results filed as inactive show a strong effect at the top dose
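MLSMR compounds (23 nl, pin-transferred) preincubated 10 min at room temperature with a 500nM (2x) first reagent, then RGS4 at 900nM (2x) plus Transcreener GDP mix added; fluorescence polarization (620/688 nm) read before and after 90 min at 30 °C.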
12-LOX inh = ALOX12 (human) lipoxygenase inhibition; P18054; purified 12hLO, xylenol orange hydroperoxide absorbance; Potency, µM (top dose mostly 108 µM), for inactives: at the top dose activity change, negative = inhibition, actives largely listed as inhibitors; 580,000 compounds, 1.1% hits; AID 1671190; also: potency is read from the fitted curve at half-maximal effect; % is scaled to controls: 0 for no effect and ±100 for the full control effect
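Purified human 12hLO (150 nM final) in 25 mM Hepes, 0.01% Triton X-100, pH 7.0 was preincubated 15 min at room temperature with compound. Then 40 uM arachidonic acid was added, 30 min. Hydroperoxide was read by Fe-XO absorbance ratio 573/405 nm.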
GRP78 ERSR act = induces the endoplasmic reticulum stress response in human glioma cells | 420,000 compounds, 0.02% hits | U87-MG GRP78 promoter luciferase reporter, 16 h | Potency, µM, without a hit: at the highest dose activation, most hits filed as activators; also: potency is read from the fitted curve at half-maximal effect; series mostly up to about 76 µM; % of control where 0% means no effect; nearly all actives have a fitted effect of over 35% in size
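Stably transfected U87-MG human glioma cells carrying a GRP78-based luminescent sensor were seeded at 1000 cells/well, pin-dosed with compounds and incubated 16 h. Luciferase reagent was then added, and end-point luminescence was read after 10 min at room temperature.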
D2 agonist = activates the human D2 dopamine receptor; P14416; HEK293 T-REx D2 cells, calcium flux agonist mode; activation, % at 2 µM; 340,000 compounds, 0.53% hits; AID 485358;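 active = activation over 3 SD above normal in the single-dose calcium agonist read, cut at about 30% in these data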; also: 0% is about no effect
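Calcium-flux readout, 1 cycle/sec over 180 s following compound pin transfer, in inducible HEK293 Trex D2 cells (force-coupled); dopamine controls included. Positive calcium responses during this window marked compounds as potential agonists.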
LDHA block = inhibitors of human lactate dehydrogenase A. activity change, % (values are at about 110 or 230 µM). purified LDHA, NADH/diaphorase-resazurin fluorescence; stronger effect = lower value. 480,000 compounds, 0.15% hits; in the data active = activity change below about -30%; inconclusive = mostly about -25% to -30%;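 also: plate controls were DMSO wells for no effect and wells without enzyme for full effect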
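LDH5 2 nM; NADH 0.06 mM, pyruvate 0.2 mM; 200 mM Tris pH 7.4, EDTA, Tween-20; 5 min RT. Detection: diaphorase 0.133 mg/mL + resazurin 37 µM, fluorescence ex540/em590 at 0 and 20 min; normalized to enzyme-free and DMSO wells.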
* marks the source's active call; other numbers are inactive results; ? = inconclusive; . = no result given; & = joins results of further samples; [ ] = dose if it differs, or a comment. Unless noted, calls follow the shape of the dose curve; as a rule, active = well fitted curve in the direction sought with a large enough effect; inconclusive = small, poorly fitted or top-dose-only effect, or another doubt; inactive = no such curve, though single readings can be large; an effect the other way counts as inactive or inconclusive. Only part of the results is shown; the hit share may differ from the screen's.

| molecule | D2 antag | ERG Ets-DNA blk | Vif-A3G inh | Vif-APOBEC3F blk | RGS4 inh | 12-LOX inh | GRP78 ERSR act | D2 agonist | LDHA block |
| --- | --- | --- | --- | --- | --- | --- | --- | --- | --- |
| Cc1ccccc1NC(=O)CSc1nnc(Cc2ccccc2)c(=O)n1N | -33 | 4% | 1% | 11% | 4% | -29% | -4% | 0.0 | -1 |
| CCOC(=O)C(=NC1CCCCC1)NNc1cccc(C(F)(F)F)c1 | -14 | 7% | -5% | -30% | -1% | 50µM* | -6% | -1.1 | -1 |
| O=C(NCc1cn(-c2ccccc2)nc1-c1ccccc1)c1ccc([N+](=O)[O-])cc1 | -4 | 5% | 2% | -1% | -21% | -6% | 4% | 1.0 | -2 |
| CC(C)c1c(C(=O)N/N=C2\CCc3ccccc32)nnn1-c1nonc1N | 1 | -13% | -2% | 1% | -8%[11.4 µM] | 0% | -1% | 0.4 | -4 |
| Cc1ccc(C2(C)NC(=O)N(CC(=O)Nc3ccccc3C(=O)NC3CCCC3)C2=O)cc1 (configuration not stated) | 2 | 23% | 1% | -4% | 8% | 1% | -5% | 0.5 | -9 |
| CCc1ccc(OCCOCC(O)CNC(C)CC)cc1 (configuration not stated) | -6 | 0% | -6% | -3% | 10% | 19% | -6% | 0.2 | 1 |
| CC(=O)N1CCC2(CC1)OC(=O)C(C)=C2C(=O)Nc1cccc(Cl)c1C | . | -3% | 0% | -1% | 11% | -2% | -4% | 0.6 | -5 |
| CC(C)CCOc1ccc(CO[C@@H]2[C@H]3OC(C)(C)O[C@H]3O[C@@H]2C(O)CO)cc1 (some centres not stated) | -16 | 26% | -7% | -16% | -14% | 31% | -5% | 0.7 | -3 |
| COc1ccccc1-c1nnc(SCc2nc3ccccc3[nH]2)n1C | 16 | . | 1% | -5% | 17% | 8% | -3% | -0.9 | -7 |
| Cc1ccc(C(=O)Nc2ccc(S(=O)(=O)N3CCCC3)cc2)o1 | -9 | -3% | 0% | 3% | -10% | 5% | -4% | 1.2 | -4 |
| Cc1cc(NC(=O)CCOc2ccccc2)no1 | 4 | -5% | 3% | 8% | 8% | -15% | 0% | 1.7 | -6 |
| COc1ccc(NC(=O)C2(C)CCN2Cc2cccc(OC)c2OC)cc1OC (configuration not stated) | . | . | -4% | . | . | 3% | -4% | . | -3 |
| CC(O)CNc1nc2c(c(=O)n(Cc3ccc(Br)cc3)c(=O)n2C)n1C (configuration not stated) | 4 | 9% | 2% | 13% | -7% | 7% | 0% | -0.7 | -1 |
| CC(Sc1nc(-c2ccccc2)cc(C(F)(F)F)n1)C(=O)N1CCOCC1 (configuration not stated) | -10 | -4% | 1% | -6% | -7% | 0% | -3% | -0.4 | -4 |
| CC1CCC2(CC1)NC(=O)N(CC(=O)NC(C)c1ccc(F)c(F)c1)C2=O (configuration not stated) | 2 | -16% | -4% | -2% | -2% | -10% | -2% | -1.4 | -10 |
| COCCn1nnnc1C(C(C)C)N1CCN(C(=O)c2ccco2)CC1 (configuration not stated) | 2 | 0% | -3% | 3% | -1% | ? | -3% | 0.2 | -6 |
| CCc1ccc(C(=O)NNC(=O)c2n[nH]c(=O)c3ccccc23)cc1 | 14 | 14% | 3% | 6% | 27% | 6% | -2% | 0.0 | -2 |
| NC(=O)C1CCN(CC(=O)Nc2ccccn2)CC1 | -7 | 0% | 2% | 6% | -3% | -10% | -4% | 1.9 | -12 |
| Cc1ccc(C)c(OCCSc2nnc(-c3cccnc3)n2N)c1 | -6 | 2% | -1% | -4% | -36% | -12% | -5% | -0.1 | 0 |
| CCOC(=O)/C(=C\C=C\c1ccccc1)NC(=O)c1ccccc1 | 11 | 15% | 3% | -4% | -6% | ? | 1% | -1.2 | -6 |
| CCOCCCNC(=S)N1CCCN(c2nc3c(C)c(C)ccc3cc2C#N)CC1 | -7 | 6% | 1% | -22% | -10% | ? | -3% | 0.7 | -1 |
| COc1ccc(O)c(/C=N/N2CCOCC2)c1 | . | 0% | -1% | -1% | 3% | 2% | -1% | . | 5 |
| O=C(O)c1cccc(S(=O)(=O)N2CCC(n3nnc4cc(C(F)(F)F)ccc43)CC2)c1 | -12 | -3% | 0% | -1% | -11% | 2% | -1% | 0.2 | -12 |
| Cc1nn(C)c(Cl)c1CN1CCN(C2CCCCC2)C(CCO)C1 (configuration not stated) | -15 | -9% | -7% | 5% | -7% | 6% | -3% | -0.6 | -6 |
| O=C(c1ccco1)N1CCN(CCCCOc2cccc3ccccc23)CC1 | 84* | 1% | 0% | -7% | -5% | 45µM* | -6% | 76* | 4 |
| CCC(=O)Nc1ccc(S(=O)(=O)N2CCc3ccccc3C2)cc1 | 6 | 6% | 2% | 1% | 9% | ? | 0% | 0.6 | -3 |
| Cc1ccc(S(=O)(=O)N2CCN(C(=O)COC(=O)COc3ccccc3C(C)C)CC2)c(C)c1 | . | -7% | 0% | 1% | -3% | -13% | -6% | . | 3 |
| COc1ccc2cc(CN(CCc3ccccc3)Cc3nnnn3Cc3ccco3)c(=O)[nH]c2c1 | 5 | -5% | -6% | -23% | ? | ? | -2% | 0.3 | 1 |
| Cc1ccc(S(=O)(=O)N2C[C@@H]3CCCC[C@@H]3[C@@H](C)[C@H]2c2cn(Cc3ccccc3)c3ccc(F)cc23)cc1 | . | 13% | 0% | -5% | 2% | 4% | 0% | . | 3 |
| CCOC(=O)c1cc2c(OC)c(OC)ccc2c2[nH]cc(C#N)c(=O)c12 | . | . | -6% | -6% | . | 3% | -1% | . | -5 |
| N#CCC(=O)Nc1ccc(C(=O)OCC(=O)N2CCCC2=O)cc1 | 9 | 2% | 3% | -27% | -13% | -2% | -2% | -1.2 | -1 |
| CCN(CC)CCNC1=CC(=O)OC12CCCCC2 | -19 | -9% | 0% | 1% | 5% | 1% | 0% | -0.9 | -2 |
| CSc1ccc(Cl)c(C(=O)OCC(=O)N2CCOCC2)c1 | -7 | -11% | -3% | . | -23% | 388%[activator] | -6% | -0.3 | -3 |
| CCOC(=O)CCC(=O)N1CCOCCOCCN(C(=O)CCC(=O)OCC)CCOCCOCC1 | 18 | -15% | 1% | 2% | -9% | 0% | -4% | 0.4 | -5 |
| Cc1ccc(C)c(OCc2cc(C(=O)NC3CCOC(C)(C)C3)no2)c1 (configuration not stated) | -2 | 0% | 1% | -8% | 19% | -11% | 3% | -0.6 | -1 |
| CCOc1ccc(NCc2cccn2-c2nnc(N3CCC(C(=O)NCC(C)c4ccccc4)CC3)s2)cc1 (configuration not stated) | . | 0% | . | . | 18% | -11% | . | -0.2 | 5 |
| CC(C)(C)NC(=O)C1CC(=O)OC12CCOC(C)(C)C2 (configuration not stated) | -23 | -14% | 0% | 10% | 2% | -7% | -2% | 0.6 | -3 |
| O=C(Nc1cccc2c1CCCC2)c1ccncc1 | 9 | . | -5% | -8% | 6% | -23% | 5% | 1.6 | -13 |
| Cc1cccc(NC(=O)C2CCCN(S(=O)(=O)c3cccc4nsnc34)C2)n1 (configuration not stated) | . | -3% | 2% | 4% | -7% | -19% | -2% | . | 0 |
| CC(C)CN(C(=O)COC(=O)Cc1n[nH]c(=O)c2ccccc12)C1CCS(=O)(=O)C1 (configuration not stated) | -11 | 5% | -1% | 0% | -7% | ? | -4% | -0.4 | 1 |
| C[C@H](CO)N1C[C@H](C)[C@@H](CN(C)S(=O)(=O)c2cccs2)Oc2ccc(NC(=O)C3CC3)cc2C1=O | . | -5% | -6% | 1% | -13% | -22% | -2% | . | -3 |
| CC1(C)O[C@@H]2[C@H](O1)[C@@H](CO)O[C@H]2n1c(N2CCCCC2)nc2c(N)ncnc21 | 16 | -9% | -2% | 2% | 9% | 8% | 1% | 0.2 | -4 |
| COc1ccc(C)cc1S(=O)(=O)n1c([N+](=O)[O-])cnc1C | 0 | -10% | -1% | 0% | -7% | 9% | -3% | 1.0 | -2 |
| O=C(CCN1C(=O)c2ccncc2C1=O)Nc1ccc2c(c1)OCCO2 | 7 | 0% | -5% | . | ? | -22% | -5% | 1.3 | -5 |
| Cc1ccc(-c2n[nH]c(=S)c3ccccc23)cc1S(=O)(=O)NCC1CCCO1 (configuration not stated) | 9 | -6% | 1% | ? | -15% | ? | -4% | 0.1 | -2 |
| CC1CCCCC12NC(=O)N(CC(=O)NC(=O)NCc1ccco1)C2=O (configuration not stated) | -10 | -4% | 0% | 4% | -25% | ? | -2% | 2.5 | -1 |
| CCOc1ccc(-n2cc(-c3ccc(OC)c(OC)c3)[nH]c2=S)cc1 | 11 | 9% | -3% | -4% | -43% | ? | -2% | -0.1 | 4 |
| CCOC(=O)C1=C(C)NC(C)=C(C(=O)OCC)C1 | 28&3 | -3%&16% | -6%&0% | -4%&-8% | -4%&31% | -8%&5% | -4%&7% | 0.7&-2.2 | -8&-4 |
| CN(C)c1ccc(N=C/C=C2/N(C)c3ccccc3C2(C)C)cc1 | 2 | 107%[activator] | -11% | -20% | ? | ? | -6% | 2.2 | 12 |
| O=c1c2c3c(sc2nc2sc(C4CC4)nn12)CCCC3 | -21 | -20% | -1% | 6% | -7% | . | 6% | 0.6 | -4 |
